MITF primary: inhibitors of human MITF; AlphaScreen MITF homodimerization, bead proximity signal; AID 1259374; 650,000 tested, 0.91% active; O75030; inhibition, % at 2.6 µM; in the data active means inhibition above about 50%;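 further: 0% = vehicle wells with protein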
GPR151 ag: activators of human GPR151; Q8TDV0; PathHunter beta-arrestin GPR151 cells, luminescence; activation, % at 11.2 µM; 650,000 tested, 1% active; in the data active means activation above about 4.9%;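 further: 0% = median of compound wells and 100% = cells with positive control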
TEAD-YAP block: TEAD-YAP interaction inhibition; HEK-TIYL cells, TEAD-Gal4/YAP UAS-luciferase luminescence; inhibition, % at 9.12 µM; 640,000 tested, 1.4% active; in the data active means inhibition above about 32%;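 further: 0% = median of test compound wells and 100% = reference inhibitor wells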
FBW7 activator: activators of human E3 ligase FBW7. AlphaScreen FBW7–phospho-cyclin E peptide binding, activator screen. 650,000 tested, 0.13% active. normalized activity (activation), % at 26.1 µM; in the data active means normalized activity above about 1.9%;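 further: purified mutant Fbw7 with reduced substrate affinity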
Target sequence (Q969H0 whole entry, looked up): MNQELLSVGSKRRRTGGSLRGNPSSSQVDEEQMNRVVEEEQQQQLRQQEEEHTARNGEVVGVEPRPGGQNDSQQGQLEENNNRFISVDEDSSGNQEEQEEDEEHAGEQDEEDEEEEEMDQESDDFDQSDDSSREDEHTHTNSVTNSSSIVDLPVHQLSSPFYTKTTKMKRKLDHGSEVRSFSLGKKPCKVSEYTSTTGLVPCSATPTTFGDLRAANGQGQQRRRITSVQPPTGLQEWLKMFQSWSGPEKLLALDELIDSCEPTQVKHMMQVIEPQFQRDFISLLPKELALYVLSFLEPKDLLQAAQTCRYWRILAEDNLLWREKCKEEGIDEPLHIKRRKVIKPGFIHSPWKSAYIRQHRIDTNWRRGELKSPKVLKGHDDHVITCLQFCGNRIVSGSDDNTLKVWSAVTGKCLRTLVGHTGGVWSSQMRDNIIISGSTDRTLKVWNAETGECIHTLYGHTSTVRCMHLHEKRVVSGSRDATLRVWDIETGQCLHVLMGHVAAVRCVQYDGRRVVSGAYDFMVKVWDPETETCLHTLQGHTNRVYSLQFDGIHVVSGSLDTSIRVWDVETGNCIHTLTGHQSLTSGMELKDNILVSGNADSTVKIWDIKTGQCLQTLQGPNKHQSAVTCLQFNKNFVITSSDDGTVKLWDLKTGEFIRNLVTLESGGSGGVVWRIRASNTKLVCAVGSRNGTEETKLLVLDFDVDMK
Numbers without * were called inactive.

SMILES | MITF primary | GPR151 ag | TEAD-YAP block | FBW7 activator
CCOc1ccc(NC(=O)CCN2CCN(c3ccc(F)cc3)CC2)cc1 | -1 | -0.3 | 0 | 0.2
COc1cccc(C(=O)NC2CCN(CC(=O)Nc3cccc(Cl)c3C)CC2)c1 | -16 | -1.5 | -1 | -0.1
Cc1ccc(Oc2nc3ccccn3c(=O)c2/C=C(\C#N)C(=O)N2CCOCC2)cc1 | 3 | 4.9* | 2 | 0.4
CCC(CO)NC(=O)c1cc2c(n(-c3ccc(OC)cc3)c1=O)CC(C)(C)CC2=O (stereo not drawn) | -4 | -0.8 | 2 | 0.4
CC(=O)c1ccc(NC(=O)CN2CCC(n3nnc4cc(C(F)(F)F)ccc43)CC2)cc1 | 6 | -0.9 | -3 | 0.1
CCN(CC)C(=O)C1CCCN(c2cc(C(=O)NCCc3ccc(OC)cc3)c3ccccc3n2)C1 (stereo not drawn) | 13 | 2.2 | 4 | 0.0
O=C1NC(=O)C(Cc2cc(Cl)c3cccnc3c2O)C(=O)N1 | 58* | 0.6 | 3 | -0.2
O=C(NCCSCc1c(F)cccc1Cl)c1ccco1 | 3 | -0.1 | -20 | 0.2
O=[N+]([O-])c1ccc(Cc2nnc(-c3ccccc3Cl)o2)cc1 | 0 | 0.7 | 27 | -0.3
CCOC(=O)C1CCN(C(=O)c2cc(S(=O)(=O)N3CCOCC3)cn2C)CC1 | 2 | 1.9 | 2 | 0.0
O=C(Nc1ccc(Cl)cc1)c1snc2c(=O)[nH]cnc12 | -1 | -1.4 | -6 | 0.0
CCOC(CNC(=O)c1cn(C)c(=O)c2ccccc12)OCC | 4 | -2.0 | 7 | -0.1
CCCc1nnc(SCC(=O)Nc2ccc(C(C)=O)cc2)n1-n1cccc1 | 20 | 0.6 | -1 | 0.8
O=C(Cc1ccccc1)N1CCN(c2ccc([N+](=O)[O-])c(NC3CC3)c2)CC1 | -5 | 0.1 | 5 | -0.6
O=C(/C=C/c1ccc([N+](=O)[O-])cc1)Nc1cccc(F)c1 | 3 | -3.8 | -54 | -0.2
CC(NC(=O)c1cccc([N+](=O)[O-])c1)c1ccccc1 (stereo not drawn) | 8 | 1.3 | 1 | 0.0
O=C(O)COc1ccc(Br)cc1/C=C\c1nc(O)c([N+](=O)[O-])c(=O)[nH]1 | -3 | 1.1 | 2 | -0.3
N#C/C(=C\c1ccc(OC(F)F)cc1)C(N)=S | -6 | 2.2 | 0 | 0.1
CC(=O)Oc1ccc(/C=C2\N=C(c3ccc(C)c(C)c3)OC2=O)c(OC(C)=O)c1 | 13 | 0.2 | 0 | 0.0
Cc1cc(C)c(C)c(C2=NON3N(C(=O)c4ccccc4)c4ccccc4N23)c1C | -1 | 0.9 | 4 | 0.2
CCN1C(=O)/C(=C2/C=Cc3cc(C)ccc3N2CC)N(C)C1=S | 2 | -2.5 | 2 | -0.2
Cc1cc(/C=N/n2cnnc2)c(C)n1-c1cccc(C(=O)O)c1 | -2 | -0.5 | 8 | 0.6
COc1ccc(-c2ccc(C=O)o2)cc1Cl | -4 | 0.7 | -9 | 0.1
CN(C(=S)NC1(C)CCS(=O)(=O)C1)C1CCS(=O)(=O)C1 (stereo not drawn) | -7 | 0.6 | 5 | 0.0
Brc1ccc(-c2ccc(CNc3nc4ccccc4[nH]3)o2)cc1 | 14 | -0.9 | -3 | -0.2

Additional records:
SMILES | MITF primary | GPR151 ag | TEAD-YAP block | FBW7 activator
O=C(Nc1ccc(O)c(-c2nc3ccccc3[nH]2)c1)C12CC3CC(CC(C3)C1)C2 | 22 | -0.2 | -2 | -0.1
O=[N+]([O-])c1cc(C(F)(F)F)ccc1Sc1nccn1Cc1ccccc1 | -7 | -1.4 | 14 | -0.3
COc1ccccc1N1CCN(c2ncc(C(=O)Nc3ccc(Br)cc3C)c3ccccc23)CC1 | -5 | -1.5 | -5 | -0.1
COc1cccc(CN2CCC(C(=O)N3CCN(c4ccccc4F)CC3)CC2)c1OC | 52* | -1.1 | 1 | 0.0
Cc1cc(C)cc(NC2=NC3CS(=O)(=O)CC3S2)c1 (stereo not drawn) | 6 | 0.2 | 3 | 0.2
COc1cccc(C2CC(c3cccs3)=NN2C(=O)CCC(=O)O)c1OC (stereo not drawn) | 5 | 0.0 | -10 | 0.1
CCOc1ccc(C2C3=C(CCCC3=O)Nc3ncnn32)cc1 (stereo not drawn) | 11 | 0.1 | 4 | 0.0
Cc1cc(C)n2c(SCC(=O)NC3CCCCCC3)nnc2n1 | 8 | 2.6 | 6 | 0.2
CCC(=O)Nc1c(C#N)c2nc3ccccc3nc2n1Cc1ccccc1 | 0 | 2.5 | -2 | 0.0
O=C(Nc1cccnc1)c1cccc(F)c1 | 7 | 2.8 | -3 | 0.0
CCOc1cc(C=C2C(=O)NC(=O)NC2=O)cc(Cl)c1OCc1ccc(C(=O)O)cc1 | 19 | -1.0 | 1 | -0.7
CC(NS(=O)(=O)c1cccc2cccc(Cl)c12)c1ccc(Br)cc1 (stereo not drawn) | -20 | -0.7 | 9 | 0.2
NS(=O)(=O)c1ccc2c(c1)C1C=CCC1C(C(=O)O)N2 (stereo not drawn) | 72* | -1.4 | 5 | 0.3
COC(=O)C(Cc1ccccc1)NC(=O)C(N)Cc1ccccc1 (stereo not drawn) | -2 | 2.8 | 12 | 0.0
O=C1CC(c2ccccc2)CC2=C1C(c1cccc([N+](=O)[O-])c1)Nc1ccccc1N2 (stereo not drawn) | 9 | -0.6 | 4 | 0.3
CC(=O)Nc1cccc(-c2nccnc2NCCCO)c1 | 15 | 0.2 | 12 | -0.2
O=C(Nc1ccncc1)OCCNC(=O)c1ccncc1 | -3 | -0.6 | 6 | -0.1
Cc1cc(C2CC3CCC2C3)c(O)c(C2CC3CCC2C3)c1 (stereo not drawn) | 7 | 2.6 | 6 | 0.1
Cc1ccc(S(=O)(=O)Nc2cccc3cccnc23)cc1 | 3 | -1.3 | 12 | -0.1
O=C(CSc1nnnn1-c1ccc(C(=O)O)cc1)Nc1cccc(O)c1 | -15 | -1.4 | 4 | 0.1
Clc1ccccc1CNCc1ccc2c(c1)OCO2 | 30 | -0.5 | -18 | -0.1
Cc1nc(N)nc(Cl)c1Cc1ccccc1Cl | 8 | -1.5 | -6 | -0.1
C=CCc1c(C)c(C#N)c2nc3ccccc3n2c1NCc1cccnc1 | -1 | 1.0 | 2 | 0.0
COc1ccc(S(=O)(=O)N(CC(=O)NCCC(C)C)c2ccccc2)cc1OC | -7 | -2.2 | -1 | -0.2
COCCNC(=O)C(=O)NCC1OCCN1S(=O)(=O)c1ccc([N+](=O)[O-])cc1 (stereo not drawn) | 2 | 3.2 | 3 | 0.1

Following part.
SMILES | MITF primary | GPR151 ag | TEAD-YAP block | FBW7 activator
COC(=O)c1c(C)oc2ccc(N(C(C)=O)S(=O)(=O)c3cc([N+](=O)[O-])ccc3C)cc12 | 7 | 0.8 | 6 | 0.8
COc1ccc(Nc2nnc(SCC(=O)c3ccccc3OC)s2)cc1 | 11 | 1.3 | -17 | 0.1
COc1ccc(-c2noc(N(C)c3ccccc3)n2)cc1 | -2 | -4.0 | -45 | -0.1
C=CCn1c(SCC(=O)c2ccc(Cl)cc2)nc2cc(C(=O)N3CCN(C)CC3)ccc2c1=O | 23 | -1.3 | 9 | 0.1
COc1ccc(NC(=O)CCSc2ccc(C)cc2)cc1 | -7 | 0.8 | -12 | -0.4
O=C1C2CCCCC2C(=O)N1CCc1c[nH]c2ccc(OCc3ccccc3)cc12 (stereo not drawn) | 8 | -1.7 | 1 | 0.6
CCN1CCN(c2c(Cl)cccc2NC(=O)c2ccc(-c3ccccc3)o2)CC1 | -18 | -1.3 | -4 | 0.1
O=C(OCc1cccc2ccccc12)c1ccc([N+](=O)[O-])o1 | 0 | 0.0 | 20 | -0.6
Cc1cc(Br)ccc1OCC(=O)NCCCN(C)C | 7 | -1.1 | 4 | 0.2
Cc1ccccc1CC(=O)N1CCC[C@@H]2CN(Cc3cccs3)CC[C@H]21 | 6 | -1.1 | -3 | 0.1
CCOC(=O)c1c(NC(=O)Cc2ccc(OC)cc2)sc(C(=O)Nc2ccc(C)c(Cl)c2)c1C | 21 | -1.6 | -1 | -0.2
C/C=C/c1ccc(OCCOCCN(C)C)c(OC)c1 | 70* | -0.9 | 1 | -0.1
Cc1ccc(S(=O)(=O)NCC(C)(C)CNS(=O)(=O)c2ccc(C)cc2)cc1 | 10 | 0.1 | -5 | 0.0
CC(=O)/C=C/c1ccc(OCc2ccc(Cl)nc2)cc1 | 7 | -1.2 | -44 | 0.0
Cc1cccnc1C1(O)CCN(C(=O)c2n[nH]c(=O)c3ccccc23)CC1 | 4 | -0.1 | 2 | 0.0
CCN(C(=O)c1ccc(S(C)(=O)=O)cc1)C12CC3CC(CC(C3)C1)C2 | 4 | 2.3 | -3 | 0.0
O=C(O)c1ccc2c(c1)C(=O)N(c1ccc(Oc3ccc(C(=O)O)c(C(=O)O)c3)cc1)C2=O | 0 | 0.5 | 7 | -0.3
COC(=O)c1oc2ccc(Cl)cc2c1N | 20 | -1.7 | -21 | 1.2
CCCCC1CCC(C(=O)Nc2c3c(nn2C(C)(C)C)CS(=O)(=O)C3)CC1 (stereo not drawn) | 5 | 0.7 | 5 | 0.7
COc1cc(C2NC(=O)c3c(sc4c3CCN(C)C4)N2)ccc1OC(=O)c1ccccc1Cl (stereo not drawn) | 2 | -0.7 | -10 | 0.0
CC(C)CN(C#N)c1nc(N2CCOCC2)nc(N2CCOCC2)n1 | -1 | -0.8 | 0 | -0.2
Cc1ccc(NC(=O)NC(=O)c2ccccc2)cc1F | 5 | 0.6 | -26 | 0.0
Cc1cc(N2CCCC2)ccc1/C=C1\NC(=O)N(CC(=O)Nc2ccccc2)C1=O | 10 | -2.0 | -8 | 0.2
Nc1nc(SCC(=O)Nc2ccc(OCc3ccccc3)cc2)n[nH]1 | -2 | -1.2 | -20 | -0.1
O=C(COc1ccc(Br)cc1Cl)Nc1ccccc1CO | 9 | 0.3 | -57 | 0.0

The final 5 compounds of the section above open the next one:
SMILES | MITF primary | GPR151 ag | TEAD-YAP block | FBW7 activator
CC(C)CN(C#N)c1nc(N2CCOCC2)nc(N2CCOCC2)n1 | -1 | -0.8 | 0 | -0.2
Cc1ccc(NC(=O)NC(=O)c2ccccc2)cc1F | 5 | 0.6 | -26 | 0.0
Cc1cc(N2CCCC2)ccc1/C=C1\NC(=O)N(CC(=O)Nc2ccccc2)C1=O | 10 | -2.0 | -8 | 0.2
Nc1nc(SCC(=O)Nc2ccc(OCc3ccccc3)cc2)n[nH]1 | -2 | -1.2 | -20 | -0.1
O=C(COc1ccc(Br)cc1Cl)Nc1ccccc1CO | 9 | 0.3 | -57 | 0.0
COC(=O)c1ccc(C2C(C#N)=C(N)Oc3n[nH]c(-c4cccs4)c32)cc1 (stereo not drawn) | -14 | 1.2 | -4 | 0.1
COc1ccccc1N1CCN(/N=C\c2cccc(OC)c2O)CC1 | 15 | -2.4 | -12 | 0.8
COc1ccc(-c2cn3cc(C)ccc3n2)cc1OC | 4 | -8.3 | -5 | 0.1
N#Cc1sc2nc(N3CCOCC3)c3c(c2c1N)CCCC3 | -5 | -1.3 | -9 | -0.2
Clc1ccc(CN2CCN(Cc3ccco3)CC2)cc1 | 86* | 0.5 | -8 | -0.3
Cc1c(CN2CCN(C3CCN(C(C)C)CC3)C(CCO)C2)[nH]c2ccccc12 (stereo not drawn) | 2 | 0.0 | 8 | 0.1
COc1ccc(S(=O)(=O)NCCSc2ccc(Cl)cc2)cc1 | -9 | 0.2 | -4 | 0.6
Cc1c(C(=O)N/N=C/c2cccc(Cl)c2)nnn1-c1nonc1N | -8 | 1.9 | -4 | 0.0
CC1=C(C(=O)OCC(C)C)C(c2ccc(OCc3ccccc3)cc2)NC(=O)N1 (stereo not drawn) | -14 | -0.4 | 0 | 0.0
O=C(CSc1nc2ccc(NC(=O)c3ccc(Cl)cc3)cc2s1)NCCc1ccccc1 | -4 | 0.2 | 4 | -0.2
COc1ccc(-c2cn(CC(=O)Nc3ccc(Cl)cc3)nc2N2CCOCC2)cc1 | -6 | 0.6 | 5 | 0.1
N#C/C(=C\c1ccc(Cl)cc1Cl)c1nc(-c2ccc(-c3ccccc3)cc2)cs1 | -6 | -0.5 | 8 | 0.1
Cc1ccccc1N1C(=O)c2ccc(Br)cc2C1=O | 6 | 2.7 | 11 | 0.2
CC(C)OC(=O)c1ccc2c(c1)C(=O)N(c1ccc3ccccc3c1)C2=O | 6 | 0.8 | 0 | 0.2
O=C(Nc1ccc(N2CCOCC2)cc1)c1cnc(Nc2ccncc2)s1 | 4 | 3.0 | 19 | -0.2
CC(=O)Nc1ccc(NC(=O)c2sc3ccccc3c2Cl)cc1 | 5 | 3.4 | -19 | -0.1

Full records, quoted from the list:
Profile of COc1ccc(-c2cn(CC(=O)Nc3ccc(Cl)cc3)nc2N2CCOCC2)cc1 = MITF primary = -6; GPR151 ag = 0.6; TEAD-YAP block = 5; FBW7 activator = 0.1
Profile of COc1ccc(S(=O)(=O)NCCSc2ccc(Cl)cc2)cc1 = MITF primary = -9; GPR151 ag = 0.2; TEAD-YAP block = -4; FBW7 activator = 0.6
Profile of N#C/C(=C\c1ccc(Cl)cc1Cl)c1nc(-c2ccc(-c3ccccc3)cc2)cs1 = MITF primary = -6; GPR151 ag = -0.5; TEAD-YAP block = 8; FBW7 activator = 0.1

From PubChem BioAssay
